Bioassay records as filed in PubChem.
EBV LMP1 NFkB: Epstein-Barr LMP1 NF-kappaB reporter inhibition. 350,000 tested, 0.69% active. LMP1-induced NF-kappaB luciferase reporter cells, luminescence. inhibition, % at 12.5 µM; in the data active means inhibition above about 41%;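 further: 0% = neutral control wells and 100% = reference inhibitor control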
SRC2 inh: human SRC2 (NCOA2) inhibition; Q15596; HEK293 GAL4-SRC2 luciferase reporter, luminescence; inhibition, % at 9 µM; 370,000 tested, 0.17% active;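 active means inhibition above the mean inhibition of all tested compounds plus 3 SD, set per campaign, cut at about 52% in these data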;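 further: 0% = DMSO treated cells and 100% = cells given Gossypol at 36 µM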
NOD2 RIPK2 PPI: blocks binding of human NOD2 to RIPK2; inhibition, % at 4.98 µM; 360,000 tested, 0.38% active; AID 624267; O43353; CHO BLA complementation NOD2-RIPK2, CCF4 ratio; in the data active means inhibition above about 21%;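 further: 0% = vehicle only and 100% = reference blocker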
COUP-TFII inh: inhibitors of human COUP-TFII (NR2F2). P24468. HEK293T NGFI-A luciferase reporter, luminescence. inhibition, % at 8.6 µM. 370,000 tested, 0.7% active. AID 686940;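 active means inhibition above a per-plate cutoff, mean inhibition of test wells between control levels plus 3 SD, cut at about 38% in these data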;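 further: cells cotransfected with COUP-TFII expression vector driving the NGFI-A reporter; 0% = median of COUP-TF2 test wells and 100% = reporter-only cells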
NCOA1 inh: inhibitors of human steroid receptor coactivator 1 (SRC1) | HEK293 GAL4-SRC1 luciferase reporter, luminescence | inhibition, % at 3.6 µM | 360,000 tested, 0.12% active;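 active means inhibition above the campaign mean plus 3 SD, with each screening campaign given its own cutoff, cut at about 60% in these data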;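 further: 0% = DMSO treated cells and 100% = gossypol at 36 µM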
MC4R antagonist: antagonists of human melanocortin 4 receptor (MC4R); inhibition, % at 6.5 µM; MC4R-expressing cells, MTII-stimulated cAMP, LANCE TR-FRET; 360,000 tested, 0.48% active; AID 540295;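 active means inhibition above its plate's cutoff, the mean of tested wells on that plate plus 3 SD, cut at about 29% in these data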;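 further: 0% = Melanotan II alone and 100% = Melanotan II plus saturating MCL0020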
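System: U2OS-MC4R stable cell line; Technique: Eu-cAMP/anti-cAMP TR-FRET, emission 671 nm; Repeats: single well per compound; Also added: Melanotan II; Dosing: one concentration, 6.5 µM nominal; Schedule: 30-min compound, 1-h challenge, 1-h detection, room temperature.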
MC4R barr agon: activates human MC4R beta-arrestin recruitment; U2OS MC4R beta-arrestin complementation, luminescence; percent of melanotan II response, DMSO zero; AID 540308; activation, % at 8.9 µM; P32245; 360,000 tested, 0.98% active;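 active means activation above a per-plate cutoff, the mean activation of sample wells on that plate plus 3 SD, cut at about 8% in these data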
SRC3 inh: human NCOA3 inhibition. inhibition, % at 3.6 µM. 360,000 tested, 0.17% active. HEK293 GAL4-SRC3 luciferase reporter, luminescence. AID 588352;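 active means inhibition above a per-campaign cutoff, the mean of all compounds plus 3 SD, cut at about 60% in these data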;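 further: 0% = DMSO-treated cells and 100% = gossypol-treated cells at 36 µM; higher means less SRC3-driven luciferase light from the GAL4 reporter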
Target sequence (Q9Y6Q9 whole entry, looked up, the tested form may be a part): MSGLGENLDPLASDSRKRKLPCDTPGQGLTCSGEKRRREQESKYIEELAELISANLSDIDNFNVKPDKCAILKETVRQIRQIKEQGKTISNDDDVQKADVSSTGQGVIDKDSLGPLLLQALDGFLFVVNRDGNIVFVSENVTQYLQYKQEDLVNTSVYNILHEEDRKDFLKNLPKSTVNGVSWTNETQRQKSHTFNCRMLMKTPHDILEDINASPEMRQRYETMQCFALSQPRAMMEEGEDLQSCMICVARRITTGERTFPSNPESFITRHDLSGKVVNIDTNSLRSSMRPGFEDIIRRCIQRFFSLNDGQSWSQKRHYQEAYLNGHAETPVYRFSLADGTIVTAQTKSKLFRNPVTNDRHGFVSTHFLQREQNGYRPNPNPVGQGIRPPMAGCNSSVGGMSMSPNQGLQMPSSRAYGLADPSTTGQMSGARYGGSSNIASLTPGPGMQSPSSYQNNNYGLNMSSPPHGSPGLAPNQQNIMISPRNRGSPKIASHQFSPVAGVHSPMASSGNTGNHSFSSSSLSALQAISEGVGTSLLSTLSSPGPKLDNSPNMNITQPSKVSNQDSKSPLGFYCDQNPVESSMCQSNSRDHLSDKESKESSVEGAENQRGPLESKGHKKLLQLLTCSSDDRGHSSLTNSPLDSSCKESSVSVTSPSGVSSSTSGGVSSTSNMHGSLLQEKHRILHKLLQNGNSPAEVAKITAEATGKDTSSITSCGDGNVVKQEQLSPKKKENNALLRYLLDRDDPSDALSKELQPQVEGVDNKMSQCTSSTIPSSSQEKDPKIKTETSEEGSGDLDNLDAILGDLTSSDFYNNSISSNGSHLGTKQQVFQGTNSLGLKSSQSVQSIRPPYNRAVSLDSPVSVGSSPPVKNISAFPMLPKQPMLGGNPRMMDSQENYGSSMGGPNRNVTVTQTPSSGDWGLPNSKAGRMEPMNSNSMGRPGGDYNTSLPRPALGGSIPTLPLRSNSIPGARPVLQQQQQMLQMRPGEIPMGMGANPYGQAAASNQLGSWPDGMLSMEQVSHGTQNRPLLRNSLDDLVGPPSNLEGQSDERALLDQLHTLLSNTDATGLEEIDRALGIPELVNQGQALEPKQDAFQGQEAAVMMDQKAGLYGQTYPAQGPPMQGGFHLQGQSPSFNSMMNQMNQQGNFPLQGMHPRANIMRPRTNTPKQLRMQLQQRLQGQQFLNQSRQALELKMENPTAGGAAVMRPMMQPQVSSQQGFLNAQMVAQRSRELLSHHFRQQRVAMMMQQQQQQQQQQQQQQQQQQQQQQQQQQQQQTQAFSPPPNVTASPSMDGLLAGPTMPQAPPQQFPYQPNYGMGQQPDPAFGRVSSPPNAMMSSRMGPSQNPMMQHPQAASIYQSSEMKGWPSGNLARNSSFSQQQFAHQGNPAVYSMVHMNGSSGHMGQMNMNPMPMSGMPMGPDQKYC
TLR9-MyD88 block: blocks human TLR9 binding to MyD88 | Q9NR96+Q99836 | CHO BLA complementation TLR9-MyD88, CCF4 FRET ratio | inhibition, % at 4.98 µM | 340,000 tested, 0.21% active | AID 504734;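 active means inhibition above the mean over all tested compounds plus 3 SD, cut at about 21% in these data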;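 further: 0% = DMSO only wells and 100% = clavulanate BLA inhibitor control wells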
NR5A2 inv ag: inverse agonists of human LRH-1 (NR5A2); O00482; HEK293T StAR-luciferase reporter, LRH-1 transfected, 24 h; inhibition, % at 3.6 µM; 360,000 tested, 0.13% active; AID 602396;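 active means inhibition above the mean inhibition of all tested compounds plus 3 SD, cut at about 73% in these data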;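 further: 0% = DMSO wells and 100% = reporter-only cells lacking LRH-1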
ABHD5 PLIN5 PPI: ABHD5-PLIN5 protein interaction inhibition; Q00G26+Q8WTS1; Split G. princeps luciferase complementation, luminescence, 4 h; inhibition, % at 4 µM; 360,000 tested, 0.78% active; AID 602281;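 active means inhibition above the mean inhibition across every tested compound plus 3 SD, cut at about 22% in these data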;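 further: 0% = DMSO only wells and the 100% control is not disclosed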
* = called active by the depositor; . = no result given.

| No. | NCOA1 inh | NOD2 RIPK2 PPI | MC4R antagonist | MC4R barr agon | ABHD5 PLIN5 PPI | TLR9-MyD88 block | SRC3 inh | NR5A2 inv ag | SRC2 inh | EBV LMP1 NFkB | COUP-TFII inh | canonical_smiles |
| --- | --- | --- | --- | --- | --- | --- | --- | --- | --- | --- | --- | --- |
| 1 | 12 | -9 | -1 | -0.9 | 2 | -4 | -1 | 6 | -3 | 14 | 2 | O=C(CCN1CCCCC1)NNC(=O)C12CC3CC(CC(C3)C1)C2 |
| 2 | -16 | 17 | 2 | -1.3 | -2 | -6 | -22 | 17 | -55 | -4 | 3 | COC(=O)[C@H]1C[C@H](OC(=O)NCc2ccccc2F)[C@@]2(O)CN(S(=O)(=O)c3ccc(C)cc3)CC2[C@H]1C(=O)OC (some centres not stated) |
| 3 | -8 | -5 | 9 | 0.1 | 3 | 0 | 3 | 8 | 25 | -6 | 5 | COc1ccc(C2CCCCCN2Cc2nc3ccccc3c(=O)n2CC(N)=O)cc1 (configuration not stated) |
| 4 | -57 | -12 | -2 | -0.2 | -3 | -11 | -10 | -60 | -27 | -6 | -21 | O=C(Cc1ccccc1)Nc1nnc(-c2ccco2)s1 |
| 5 | 10 | -2 | 7 | -0.7 | 3 | -1 | -5 | -4 | -22 | 4 | 14 | CCOC(=O)Cc1csc(NC(=O)CSc2nc(C)cc(C)n2)n1 |
| 6 | -1 | -2 | 3 | 2.4 | -5 | 2 | 8 | 17 | -1 | -7 | 5 | COc1ccc(OC)c(S(=O)(=O)NCc2cn3c(C)csc3n2)c1 |
| 7 | -3 | 1 | 4 | -1.2 | 0 | 3 | 17 | 11 | 25 | 14 | 34 | Cc1cccc(NS(=O)(=O)c2ccc(C(=O)NCC(c3ccco3)N3CCCCC3)cc2)c1C (configuration not stated) |
| 8 | 8 | -9 | 16 | -0.6 | 4 | 2 | -9 | -21 | 20 | -10 | 11 | Cc1ccc(S(=O)(=O)N2CCOCC2)cc1NC(=O)COC(=O)c1cccc(Cl)c1Cl |
| 9 | -21 | -10 | -1 | -2.0 | -8 | 2 | 5 | 15 | -18 | -1 | 2 | O=C(O)CSC(=S)N1CCCCC1 |
| 10 | -36 | 1 | 0 | 0.7 | 3 | 2 | 3 | -6 | -25 | 1 | -3 | O=C(CSc1n[nH]c(=O)[nH]c1=O)N/N=C/C=C\c1ccccc1 |
| 11 | 8 | -5 | 5 | -0.3 | -8 | -4 | -15 | -28 | -3 | 3 | -30 | C[C@H]1CN([C@@H](C)CO)C(=O)CCCn2cc(nn2)CO[C@@H]1CN(C)C(=O)Nc1ccccc1F |
| 12 | 8 | -7 | 1 | -1.0 | 1 | 3 | 16 | 8 | -2 | -1 | 6 | CCN(CC)C(=O)c1cc([N+](=O)[O-])cc2c1-c1ccc([N+](=O)[O-])cc1C2=C(C#N)C#N |
| 13 | -15 | -3 | 10 | -1.3 | -2 | . | -27 | -16 | -37 | . | 18 | CN(C)c1ccc(CNc2nc3cc(-c4ccc(F)cc4)sc3c(=O)n2C)cc1 |
| 14 | -16 | -1 | -12 | -3.3 | -3 | -1 | -18 | -16 | -12 | 0 | -1 | CC(=O)Nc1ccc2c(c1)C(=Nc1ccccc1)c1ccccc1-2 |
| 15 | -12 | -4 | -2 | -3.2 | -2 | -4 | 18 | 7 | 5 | -20 | -2 | COc1ccc(C(=O)/C=C/c2ccc(N3CCCCC3)c([N+](=O)[O-])c2)c(OC)c1 |
| 16 | -3 | 4 | 3 | 2.8 | 0 | 2 | 0 | -21 | 0 | -8 | 6 | CN(C)CCCn1c(NCc2ccc3c(c2)OCO3)nc2ccccc21 |
| 17 | -2 | -4 | -2 | -0.3 | 0 | -9 | 20 | 12 | . | -3 | . | C=CCN1C(=O)C2(/C(=C(\O)c3ccc4c(c3)OCCO4)C(=O)C(=O)N2CCCOC)c2ccccc21 (configuration not stated) |
| 18 | -4 | -7 | -1 | -1.5 | 0 | 2 | 15 | 12 | 19 | 1 | -12 | CC(C)NC(=O)C(=O)NCC(c1ccc2c(c1)OCO2)N1CCOCC1 (configuration not stated) |
| 19 | -19 | -3 | 0 | 0.0 | 3 | -15 | -34 | -68 | -11 | 1 | 15 | CCCOc1ccc(NC(=O)c2cc3cc(C)ccc3[nH]2)cc1 |
| 20 | -19 | -8 | 1 | -0.8 | 6 | 3 | -3 | 8 | -30 | 2 | -1 | COc1ccc(C2=NOC(C)(c3nnc(-c4ccccc4)o3)C2)cc1 (configuration not stated) |
| 21 | 4 | -3 | 23 | 2.4 | 11 | -8 | 9 | 38 | -15 | 3 | 19 | COC(=O)c1ccc(NC(=O)CSc2nnc(-c3ccccc3Br)n2-c2ccccc2)cc1 |
| 22 | -4 | -7 | 6 | -1.1 | 1 | -8 | -9 | 30 | 14 | -13 | -11 | O=C(c1c[nH]c(C(=O)C(Cl)(Cl)Cl)c1)c1ccccc1F |
| 23 | -2 | -6 | 4 | 0.0 | -1 | -5 | 15 | 6 | -24 | 11 | -8 | Cc1ccc(NC(=O)COc2ncnc3c(Cl)cc(Cl)cc23)cc1[N+](=O)[O-] |
| 24 | 10 | -9 | 5 | -0.3 | 4 | -3 | -2 | -5 | -13 | -1 | -9 | Cc1ccccc1-n1c(Cn2c(=O)sc3ccccc32)nnc1SCC(=O)N1CCCC1 |
| 25 | -11 | -16 | 0 | -2.1 | -5 | 3 | 2 | 11 | 16 | -5 | -7 | CCCC(=O)Nc1ccccc1NC(=O)CCC |
| 26 | -7 | 5 | 9 | -0.4 | -9 | -8 | -23 | -24 | -24 | -7 | -3 | CCC(=O)N1N=C(c2ccc(C)o2)CC1c1ccc(Br)cc1 (configuration not stated) |
| 27 | -6 | -4 | -2 | -4.7 | -2 | -3 | 3 | 13 | 5 | -2 | 6 | O=C(Cc1ccccc1)NNC(=O)C1CCN(c2ncccn2)CC1 |
| 28 | -9 | -12 | 4 | 0.8 | -3 | -7 | -6 | 2 | 4 | 4 | 4 | COc1ccc(C(=O)c2sc(Nc3cccc(OC)c3)c(C(=O)Nc3cccc(C)c3C)c2N)cc1 |
| 29 | 1 | -3 | -6 | -0.3 | 5 | -13 | -10 | -5 | 2 | -6 | -10 | O=C(/C=C/c1cccc([N+](=O)[O-])c1)NCCSc1ccccc1 |
| 30 | 1 | 11 | -4 | 0.1 | -1 | 1 | -10 | -10 | 10 | 5 | -12 | COC(=O)[C@@]12CCCN1[C@H](c1ccc(-c3ccccc3)cc1)[C@H]1C(=O)N(C)C(=O)[C@H]12 |
| 31 | 6 | 1 | 12 | -3.4 | 2 | -6 | 9 | -4 | -1 | 0 | 1 | COCCNC(=O)C(c1ccc(O)cc1)N(C(=O)CCC(=O)Nc1nccs1)c1ccc(C)cc1 (configuration not stated) |
| 32 | -49 | 16 | 14 | -0.2 | 3 | 4 | -50 | -90 | -48 | -33 | -23 | CC(C)(C)c1cc(NCCCn2ccnc2)n2ncc(-c3ccc(Cl)cc3)c2n1 |
| 33 | 17 | -1 | 22 | -1.0 | -3 | 4 | -14 | 9 | 5 | 1 | 4 | N#Cc1ccc(OCC(=O)OCC(=O)N2CCc3ccccc32)cc1 |
| 34 | 10 | -9 | -3 | 3.1 | -5 | 1 | 10 | -4 | -16 | 4 | -5 | Fc1ccc2c(c1)C1OCCCC1C(c1ccccc1)N2 (configuration not stated) |
| 35 | -52 | 18 | 8 | -2.5 | -2 | 8 | 3 | -9 | -7 | -10 | -3 | CCOc1ccc(-n2c(O)c(/C=N/NC(=O)C3COc4ccccc4O3)c3ccccc3c2=O)cc1 (configuration not stated) |
| 36 | -25 | -5 | 4 | -3.9 | -11 | 1 | -6 | 10 | -2 | -18 | -8 | COc1ccc(C(=O)OCC(=O)Nc2ncc([N+](=O)[O-])s2)cc1OC |
| 37 | -2 | -7 | 3 | 1.0 | 1 | -1 | 3 | 7 | -15 | -5 | 14 | O=C(NN1C(=O)C2C(C1=O)C1C=CC2C12CC2)c1cccc(Cl)c1 (configuration not stated) |
| 38 | -10 | 2 | -11 | -0.7 | 5 | 4 | 2 | -21 | 1 | -26 | 8 | COc1cc(OC)c(OC)cc1/C=C/c1cc(C(F)(F)F)[nH]c(=O)n1 |
| 39 | -1 | -3 | 0 | -1.9 | 1 | 3 | -6 | 8 | -25 | -13 | 2 | CN=C1CC(C)(C)CC(=O)/C1=C(/O)CCCN1C(=O)c2ccccc2C1=O |
| 40 | 3 | 3 | -2 | -2.6 | 3 | -1 | -6 | 14 | -18 | -3 | 1 | O=C(Cn1nnc(-c2cccs2)n1)NCc1ccco1 |
| 41 | 4 | -8 | 7 | -1.3 | 1 | -5 | -10 | -8 | -34 | 1 | -1 | CCN(C(=O)COC(=O)/C=C/c1ccc(C)o1)c1c(N)n(Cc2ccccc2)c(=O)[nH]c1=O |
| 42 | -5 | 5 | -4 | -1.0 | 1 | -8 | 10 | 9 | 6 | 2 | 13 | COc1ccc(-n2cc(CNCCCN3CCCC3=O)c(-c3ccccc3Cl)n2)cc1 |
| 43 | -31 | -4 | 12 | -1.0 | -6 | -10 | -56 | -35 | -28 | -5 | -5 | Cc1ccc(CC(=O)Nc2ccc(Cl)cn2)cc1 |
| 44 | -35 | 5 | 15 | 0.2 | 0 | -9 | -56 | -103 | -34 | -38 | -50 | CSc1nc2ccc(NC(=O)c3ccc(F)c(F)c3)cc2s1 |
| 45 | -4 | 5 | 0 | 1.8 | 4 | . | 11 | 6 | 0 | . | -24 | CCOc1ccc(/C=C2\SC(=S)N(C)C2=O)cc1OC |
| 46 | -4 | -3 | -4 | -2.1 | -14 | -1 | 4 | -14 | -20 | -8 | -3 | CCCn1c(N)c(C(=O)CSc2nnc(C3CC3)n2Cc2ccccc2)c(=O)n(C)c1=O |
| 47 | -9 | -8 | 9 | 1.9 | -5 | 0 | -2 | -2 | -4 | 1 | 10 | O=C(CCSc1ccc(Cl)cc1)c1cccs1 |
| 48 | 6 | 0 | -17 | 2.0 | 3 | -12 | 7 | 5 | -21 | 4 | -10 | COc1ccc(C2SCC(=O)N2c2c(C)n(C)n(-c3ccccc3)c2=O)cc1OC (configuration not stated) |
| 49 | 14 | -3 | 9 | 0.7 | -5 | 1 | 4 | 12 | -3 | 1 | 10 | COc1ccc(S(=O)(=O)NCC2CCCN(Cc3cn(C)nc3C)C2)cc1 (configuration not stated) |
| 50 | 7 | -20 | 2 | -4.6 | 0 | -15 | 7 | 29 | -3 | -5 | -1 | O=C(NC(=S)NC1CCSC1=O)c1cccc([N+](=O)[O-])c1 (configuration not stated) |
| 51 | -16 | 3 | 7 | 0.5 | -1 | 5 | -3 | 6 | . | 0 | . | Cc1cc(NC(=O)Nc2cc(F)ccc2C)n(C)n1 |
| 52 | -67 | -9 | -6 | -1.1 | 3 | 5 | -95 | -100 | -24 | 7 | -29 | Cc1cccc(-n2ncc3c(NC(C)C)ncnc32)c1 |
| 53 | -33 | -7 | 0 | -2.2 | -8 | -5 | -15 | 1 | 11 | -2 | -2 | Cc1cccc(NC(=O)C2CCN(S(=O)(=O)c3ccc4c(c3)NC(=O)CO4)CC2)c1C |

Only part of the results is shown (hit frequency here may not be typical).
